Bioassay records (PubChem)
proCasp3 act: activates human procaspase-3 | recombinant procaspase-3 D3A, Ac-DEVD-pNA absorbance 405 nm | activation, % at 8.5 µM | 330,000 tested, 0.11% active | AID 463141;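 active = activation above the mean of all tested compounds plus 3 SD, cut at about 21% in these data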;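 also: 0% = DMSO alone and 100% = DMSO wells spiked with extra 5 µM PC-3 D3A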
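Test system: Procaspase-3 D3A mutant; medium: Zinc-free HEPES/NaCl buffer with 0.01% Triton X-100 at pH 7.4; reagent: DEVD-pNA substrate; doses: one concentration, 8.5 µM nominal, 0.8% DMSO; times: 1 h preincubation plus 2 h reaction at 25 °C; signal: Epi-absorbance at 405 nm of released p-nitroaniline, 0 and 120 min; replicates: singlicate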
RPL19A TOR yeast: alters RPL19A-GFP fluorescence in TOR pathway yeast screen. S. cerevisiae RPL19A-GFP strain, flow cytometry, 3 h; active compounds read low. percent response vs DMSO, % at 10 µM. 330,000 tested, 0.3% active. AID 2025;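 active = percent response vs DMSO below 50%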;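 also: median channel GFP fluorescence of the barcoded RPL19A-GFP strain; ratio of sample median GFP to plate DMSO average so 100% = DMSO; lower means less RPL19A-GFP as with rapamycin TOR inhibition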
MEP2-GFP yeast: alters MEP2-GFP fluorescence in TOR pathway yeast screen. S. cerevisiae MEP2-GFP strain, flow cytometry GFP, 3 h; 100% = DMSO control level. GFP response vs DMSO, % at 10 µM. 330,000 tested, 0.51% active. AID 2016;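 active = GFP response versus DMSO above a set limit, roughly screen mean plus 3 SD, cut at about 180% in these data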;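 also: median GFP fluorescence of the barcode-gated MEP2-GFP cells per well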
LAP4 TOR yeast: yeast TOR pathway LAP4-GFP modulation. S. cerevisiae LAP4-GFP multiplex, flow cytometry GFP, 3 h; median GFP as percent of DMSO wells. GFP response vs DMSO, % at 10 µM. 320,000 tested, 0.34% active;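 active = GFP response vs DMSO above a set limit, about the screen mean plus 3 SD, cut at about 150% in these data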
AHR act: human AHR activation | P35869 | AHR-responsive luciferase reporter cells, luminescence | activation, % at 5 µM | 320,000 tested, 2.5% active; in the data active = activation above about 47%;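 also: 0% = vehicle wells and 100% = reference agonist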
Target sequence (P35869 whole entry, looked up): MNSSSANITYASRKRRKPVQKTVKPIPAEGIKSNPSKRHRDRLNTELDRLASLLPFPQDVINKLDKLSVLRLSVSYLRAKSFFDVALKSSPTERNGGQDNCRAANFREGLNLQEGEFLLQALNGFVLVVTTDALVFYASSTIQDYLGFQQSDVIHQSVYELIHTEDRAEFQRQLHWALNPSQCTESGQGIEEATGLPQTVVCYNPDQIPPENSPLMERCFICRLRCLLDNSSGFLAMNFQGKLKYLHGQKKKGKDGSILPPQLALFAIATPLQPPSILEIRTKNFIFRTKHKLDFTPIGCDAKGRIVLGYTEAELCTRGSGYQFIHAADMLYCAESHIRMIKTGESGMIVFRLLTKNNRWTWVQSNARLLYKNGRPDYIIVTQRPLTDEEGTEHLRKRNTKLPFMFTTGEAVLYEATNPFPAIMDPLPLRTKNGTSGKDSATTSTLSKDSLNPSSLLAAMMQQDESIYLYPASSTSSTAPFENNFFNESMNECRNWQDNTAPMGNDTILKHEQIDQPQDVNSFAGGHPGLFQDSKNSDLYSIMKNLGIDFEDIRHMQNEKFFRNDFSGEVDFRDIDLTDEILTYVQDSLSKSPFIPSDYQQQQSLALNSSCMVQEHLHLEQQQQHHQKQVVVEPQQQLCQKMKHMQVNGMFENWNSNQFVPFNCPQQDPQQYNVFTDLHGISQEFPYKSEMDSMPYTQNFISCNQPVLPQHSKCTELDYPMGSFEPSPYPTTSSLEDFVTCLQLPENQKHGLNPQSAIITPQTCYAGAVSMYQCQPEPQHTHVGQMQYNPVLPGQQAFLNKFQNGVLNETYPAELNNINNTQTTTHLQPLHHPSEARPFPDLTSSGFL
proCasp7 act: counter-screen: procaspase-7 (human) activation. P55210. recombinant procaspase-7, Ac-DEVD-pNA absorbance 405 nm; D23A/D198A/D206A triple mutant, cannot self-cleave; scale: DMSO 0, 5 µM enzyme 100. activation, % at 8.5 µM. 330,000 tested, 0.093% active;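 active = percent activation above the screen-wide mean plus 3 SD, cut at about 25% in these data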
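signal = Epi-absorbance of released pNA at 405 nm, two timepoints | assay system = Uncleavable procaspase-7 mutant enzyme | reagent = Ac-DEVD-pNA substrate, 400 µM as added | times = 1 h enzyme–compound preincubation and 2 h substrate reaction, both 25 °C | benchmarks = low DMSO alone, high DMSO plus 5 µM PC-7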
AGP1 TOR yeast: yeast TOR pathway AGP1-GFP modulation | GFP response vs DMSO, % at 10 µM | S. cerevisiae AGP1-GFP multiplex flow cytometry, 3 h; GFP as percent of DMSO wells | AID 2066 | 320,000 tested, 0.02% active;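 active = GFP response relative to DMSO above a set limit, near screen average plus 3 SD, cut at about 150% in these data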;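 also: median GFP channel fluorescence of the gated AGP1 strain per well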
CIT2 TOR yeast: modulators of TOR pathway CIT2-GFP in S. cerevisiae; S. cerevisiae CIT2-GFP strain, flow cytometry, 3 h; 100 means same as DMSO wells; GFP response vs DMSO, % at 10 µM; 320,000 tested, 0.065% active;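 active = GFP response relative to DMSO above a set limit, near the screen mean plus 3 SD, cut at about 150% in these data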;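 also: ratio of well median GFP fluorescence to mean of DMSO wells on the plate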
An asterisk follows results filed as active; · = not tested or not shown. This is a random part of the collection, and some 3.5% of all compounds hit somewhere here.

SMILES	proCasp3 act	RPL19A TOR yeast	MEP2-GFP yeast	LAP4 TOR yeast	AHR act	proCasp7 act	AGP1 TOR yeast	CIT2 TOR yeast
CC(C)COCC(O)CC(Cc1ccccc1)C(=O)NN (configuration not stated)	-9	99	91	88	1	-5	102	102
O=C(O)CCCn1cc(NC(=O)c2ccc(F)cc2)cn1	5	95	100	102	0	7	101	104
CCOc1ccc2nc(SC3CC(=O)N(c4ccccc4)C3=O)sc2c1 (configuration not stated)	-14	102	107	106	6	-22	106	104
O=C(CCOc1ccc(F)cc1)Nc1nccs1	-4	98	90	·	1	1	·	·
C(=N\Nc1nc2ccccc2[nH]1)/c1ccc2ncccc2c1	4	92	93	99	6	-1	98	90
COc1cc(=O)[nH]c(=O)n1CC(=O)c1ccccc1	-8	95	104	92	9	-8	102	98
CCOc1cccc(NC(=O)C2CCCN(S(=O)(=O)c3ccc(OC)cc3)C2)c1 (configuration not stated)	2	100	103	106	5	-6	103	98
COc1ccc(NC(=O)CSc2nnc(-c3cccnc3)n2C)cc1	0	104	100	105	13	9	112	86
Cc1c(NC(=O)Nc2ccc(C(C)(C)C)cc2)c(=O)n(-c2ccccc2)n1C	0	104	107	100	3	6	97	95
O=C(O)CSCC(=O)N1CCc2c([nH]c3ccccc23)C1C(F)(F)F (configuration not stated)	-4	104	112	101	1	-9	96	102

Quoted from the listing.
CIT2 TOR yeast result of `C(=N\Nc1nc2ccccc2[nH]1)/c1ccc2ncccc2c1` stands at 90
MEP2-GFP yeast result of `O=C(O)CCCn1cc(NC(=O)c2ccc(F)cc2)cn1` stands at 100

Next part.
SMILES	proCasp3 act	RPL19A TOR yeast	MEP2-GFP yeast	LAP4 TOR yeast	AHR act	proCasp7 act	AGP1 TOR yeast	CIT2 TOR yeast
CC(=O)Nc1ccc(NC(=O)COC(=O)c2n[nH]c3ccccc23)cc1	2	105	103	102	7	13	110	108
CCOc1ccc(NC(=O)CN(C)C(=O)c2ccccc2OCc2c(C)noc2C)cc1OCC	3	96	108	114	4	-3	97	89
COc1ccc(C)cc1NC(=O)NC(C)c1ccc2c(c1)OCO2 (configuration not stated)	-5	122	111	111	28	5	120	112
O=C(NCC(=O)N(c1ccc2c(c1)OCO2)C(C(=O)NC1CCCC1)c1ccncc1)c1ccco1 (configuration not stated)	-3	95	109	97	2	2	80	92
CN(C)C(CNC(=O)c1ccc(NS(=O)(=O)c2ccc3[nH]c(=O)[nH]c3c2)cc1)c1ccccc1 (configuration not stated)	-6	100	103	112	-3	-2	114	95
COCCNCC(=O)C12CC3CC(CC(C3)C1)C2	4	100	107	106	1	5	101	102
COc1cccc(N2C(=O)c3ccncc3C2=O)c1	-5	97	113	97	-3	-11	67	99
CS(=O)(=O)N1CCCC(c2nc(-c3ccc(S(=O)(=O)NCc4ccccc4)cc3)no2)C1 (configuration not stated)	-7	102	100	105	-4	2	104	106
Cc1ccc(N(CC(=O)NCCSCc2ccco2)S(C)(=O)=O)cc1	4	101	99	93	1	1	101	·
Clc1ccc(CSc2cc3c(nn2)-c2ccccc2CC3)cc1Cl	4	93	108	99	45	18	75	107
COc1ccc(F)cc1C(=O)C1CCCN(Cc2c[nH]c3ccccc23)C1 (configuration not stated)	0	96	106	82	12	4	95	99
CC(C)C[C@@H](CSc1ccccc1)N1CCN(C)CCC1=O	-1	94	102	91	1	-2	94	89
CCOc1ccc(C(=O)N/N=C/c2ccc(-c3ccc(S(=O)(=O)Nc4ncccn4)cc3)o2)cc1	5	99	101	112	1	-12	107	98
COc1ccc(CN2CCC(CO)(Cc3ccccc3)CC2)cc1Cn1cccn1	3	86	88	102	-1	10	95	83
O=C(OCC(=O)N1CCc2ccccc21)c1ccc(Br)o1	2	97	104	103	2	-2	97	92
Cc1ccc2oc3c(c(=O)c2c1)C(c1cccs1)N(CCCN(C)C)C3=O (configuration not stated)	-3	99	103	108	11	-20	109	124
CCCOP(=O)(c1ccccc1)c1ccccc1	2	105	98	86	-6	1	96	104
CN1C(=O)c2cccc(NC(=O)Cc3ccccc3)c2C1=O	-4	96	89	120	156*	-6	85	70
COc1cc(Br)c(S(=O)(=O)Nc2c(C)n(C)n(-c3ccccc3)c2=O)cc1OC	0	101	106	108	-2	-3	103	107
CCOC(=O)c1c(C)c(-c2ccccc2)n(CC(=O)NCCC(C)C)c1C	7	108	108	108	6	0	105	108
CC1(C)C2CCC1(CS(=O)(=O)NCc1ccc(S(N)(=O)=O)cc1)C(=O)C2 (configuration not stated)	-3	107	103	115	0	-3	113	115
CC(C)OCCCNC(=O)C1CCC(CNS(=O)(=O)c2cccc3nsnc23)CC1 (configuration not stated)	2	101	102	105	1	9	105	100
Cc1csc(NC(=O)CCc2c(C)nc3cc(-c4ccc(Cl)cc4)nn3c2C)n1	-13	97	99	94	-12	2	92	99
CCCc1cc(C(F)(F)F)c(C#N)c(=O)[nH]1	3	99	96	90	6	-7	98	92
CC(=O)Nc1sc2c(c1C#N)CCCC2	-2	101	102	101	8	1	101	91
COc1cccc(/C=C2/CN(C)CC3=C2OC(N)=C(C#N)C3c2cccc(OC)c2)c1 (configuration not stated)	-2	93	90	81	11	2	82	91
O=C(Nc1ccc2nc(-c3cccs3)[nH]c2c1)c1cccs1	-5	100	100	97	-13	-7	102	110
CCOC(OCC)c1cn(Cc2ccc(C(=O)c3ccccc3)cc2)nn1	1	96	100	95	1	1	102	98
CC1(C)Oc2ccc(C(=O)N3CCOCC3)cc2N(CC(=O)Nc2ccccc2)C1=O	5	106	101	101	1	-6	107	93
COc1ccc(C(C(O)C(=O)c2c[nH]c3ccccc23)N2CCN(c3ccccc3)CC2)cc1 (configuration not stated)	-4	97	93	92	13	3	94	92
COCOc1ccc(/C=C2/Oc3cc(OCOC)cc(OCOC)c3C2=O)c(OCOC)c1	-16	94	105	103	4	-25	102	93
Cc1ccc(C(=O)/C=C/c2ccccc2[N+](=O)[O-])cc1	9	94	84	125	27	9	90	81
O=C(c1cc2ccccc2o1)N1CCOCC1	0	101	100	104	-1	3	102	99
CC(C)(C)c1ccc(OCC(O)CS(=O)(=O)c2ccccn2)cc1 (configuration not stated)	-4	·	98	98	3	2	100	98
N#Cc1ccccc1OCC(=O)Nc1cccc(S(=O)(=O)N2CCCC2)c1	-3	90	97	87	1	1	98	95
CC1CCN(C(=O)c2cc(S(=O)(=O)N3CCOCC3)ccc2N2CCCC2)CC1	2	98	91	90	-1	4	96	93
O=C(c1ccco1)N1CCN(c2cccc(Cl)c2)CC1	6	99	102	120	-2	5	88	95
CC12COC3(C(=O)Nc4ccc(Cl)cn4)CC1CCC32C (configuration not stated)	-8	108	107	97	1	10	105	116
COc1ccc(CCC2(C)NC(=O)NC2=O)cc1 (configuration not stated)	5	99	101	92	-1	1	104	99
Cc1nc(N2CCOCC2)nc(N2CCCC2)c1[N+](=O)[O-]	-8	99	93	85	4	-10	89	96

Of the compounds above, 2 contain bromine.
SMILES	proCasp3 act	RPL19A TOR yeast	MEP2-GFP yeast	LAP4 TOR yeast	AHR act	proCasp7 act	AGP1 TOR yeast	CIT2 TOR yeast
O=C(OCC(=O)N1CCc2ccccc21)c1ccc(Br)o1	2	97	104	103	2	-2	97	92
COc1cc(Br)c(S(=O)(=O)Nc2c(C)n(C)n(-c3ccccc3)c2=O)cc1OC	0	101	106	108	-2	-3	103	107

Later entries.
SMILES	proCasp3 act	RPL19A TOR yeast	MEP2-GFP yeast	LAP4 TOR yeast	AHR act	proCasp7 act	AGP1 TOR yeast	CIT2 TOR yeast
COC(=O)CCC(=O)OC1(C)C(=O)C2=CN(Cc3ccc4c(c3)OCO4)C(c3ccc(OC)cc3)=CC2=C(Br)C1=O (configuration not stated)	-8	96	101	100	16	-32	96	91
CC(=O)OC(c1nc2ccccc2c(=O)n1C1CC2(OC1=O)c1ccccc1N1C(=O)C(C)(C)N(O)C12)C(C)C (configuration not stated)	9	102	106	106	0	-2	104	106
CSc1ncccc1C(=O)OCC(=O)NC(N)=O	-4	103	107	104	-1	-7	105	111
c1ccc2c(c1)CCN(c1nc3cc4c(cc3s1)OCO4)C2	-11	98	101	120	103*	-9	95	90
Cc1ccc(CN2CCN(CC3CC4C=CC3C4)CC2)cc1 (configuration not stated)	4	91	93	93	1	5	·	88
CN(CC(=O)NCc1ccccn1)S(=O)(=O)c1ccc2ccccc2c1	7	101	103	100	0	-2	105	100
O=C(NCc1ccco1)c1cccn2c(=O)c3sccc3nc12	8	99	91	93	6	-7	93	98
Cc1[nH]c(=O)[nH]c(=O)c1S(=O)(=O)N1CCN(c2ccccc2)CC1	-7	100	103	90	0	2	107	109
CSCC(=O)NC1CCCc2c1cnn2-c1cc(F)cc(F)c1 (configuration not stated)	·	104	108	101	·	·	104	109
Cc1ccc(C(=O)Nc2c(-c3cccs3)nc3cc(C)ccn23)cc1	5	95	91	90	4	-1	90	87
Cc1c(NS(=O)(=O)c2ccccc2F)c(=O)n(-c2ccccc2)n1C	-7	104	106	99	1	2	97	101
COc1ccc(CCNC(=O)c2cc(=O)[nH]c3ccc(Br)cc23)cc1OC	2	107	107	98	4	3	97	104
CCc1noc(C)c1C(=O)Nc1ccc(S(=O)(=O)N2CCC(C)CC2)cc1	-9	96	95	101	5	10	103	89
Cc1cc(=O)[nH]c(N/N=C/c2ccc(OC(=O)c3cccnc3)cc2)n1	-3	100	100	105	3	8	107	98
Cc1nc(=S)n(-c2ccccc2)[nH]1	7	91	94	95	7	-17	91	89
Cc1ccccc1NC(=S)N(CCc1c(C)[nH]c2ccc(F)cc12)Cc1ccncc1	7	94	90	96	4	14	94	95
Cc1occc1-c1nnc(SCC(=O)N2CCCC(C)C2)o1 (configuration not stated)	8	99	101	109	-2	-2	99	99
CN(C)CC/C=C1\c2ccccc2Sc2cc(F)c(Cl)cc21	3	101	104	111	-1	-5	114	102
COc1ccc(C(=O)Nc2ccc3oc(Cc4ccc(Cl)cc4)nc3c2)cc1OC	7	105	111	109	1	2	104	103
Cc1ccc(C(=O)O)cc1NC(=O)C1CCN(S(=O)(=O)c2ccc3c(c2)OCCO3)CC1	3	110	118	104	-1	1	108	117
COc1ccccc1-c1n[nH]c2c1[C@H](C)CC[C@H]2C(C)C	-2	94	94	111	2	5	95	92
Cc1cc(N2CCC(C(=O)NCC3CC3)CC2)nc(-c2ccccc2)n1	-3	101	100	93	0	15	103	103
COc1ccc2cc3c(N)c(C(=O)NCc4ccco4)sc3nc2c1	-22	101	104	103	24	-22	108	100
CCCn1c(N2CCN(CC(=O)Nc3ccc4c(c3)OCCO4)CC2)nc2ccccc21	-2	99	96	97	3	14	100	94
CCOC(=O)c1cn2nc(Oc3ccc(C)cc3)ccc2n1	-4	98	101	100	18	11	99	101
COCCCNC(=O)NC(=O)c1ccccc1	-1	106	133	103	2	3	106	107
O=C(COC(=O)c1cnccn1)N=c1sccn1Cc1ccccc1Cl	-6	88	93	88	-1	6	97	83
CCN(CC)CCCN=Cc1c(O)n(-c2cccc(C)c2)c(=O)c2ccccc12	6	97	98	106	0	5	100	92
